PvdQ inh: blocks Pseudomonas aeruginosa PvdQ acylase activity; purified PvdQ acylase, fluorescence plate reader; inhibition, % at 10 µM; 340,000 tested, 0.063% active; in the data active means inhibition above about 30%, passing the limit was not always enough; inconclusive means no clear call, values can overlap the other calls;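 further: 0% = vehicle neutral wells and 100% = reference inhibitor wells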
Wnt act: activates Wnt/beta-catenin signaling in a reporter cell assay; activator, plate reader; activation, % at 9.35 µM; 300,000 tested, 1.2% active; AID 743398; in the data active means activation above about 30%, passing the limit was not always enough; inconclusive means no clear call, values can overlap the other calls;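 further: 0% = neutral control wells and 100% = positive control wells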
dFosB act: enhances mouse delta FosB homodimer DNA binding; purified delta FosB, TAMRA-CDK5 oligo fluorescence polarization; percent of positive-control signal above neutral wells; activation, % at 25 µM; 340,000 tested, 0.99% active;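 active means mean activation above about 17%, with every replicate also reaching it, limit read from the data, passing the limit was not always enough; inconclusive means only one of the two conditions met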;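 further: fluorescence polarization rise as delta FosB binds a TAMRA Cdk5 AP-1 oligo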
MITF TRPM1 HTS: activators of MITF-driven TRPM1 promoter activity in SK-MEL-5 cells | SK-MEL-5 TRPM1-promoter luciferase, 24 h; % of positive control, neutral wells = 0 | activation, % at 12.5 µM | 300,000 tested, 0.75% active | AID 588334;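 active means mean activation of at least 80% with every replicate also reaching 80%; inconclusive means mean reaches 80% but some replicate falls short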;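 further: 0% = neutral control wells and 100% = parthenolide positive control wells; values of inactives mirror those of a sister screen read the other way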
V-ATPase pH: regulators of yeast V-ATPase proton transport | response, % at 10 µM | 350,000 tested, 0.37% active | S. cerevisiae, pHLuorin cytosolic pH fluorescence; in the data active means response mostly above about 7.3%, no sharp cut-off; inactive means mostly below about 5.4%; further: actives read high; inactives centre near 0; some compounds called inactive have numbers as strong as hits; reference of the scale not given here
NSD2 HMT inh: inhibitors of human histone methyltransferase NSD2. NSD2 peptide methylation, AlphaScreen, 120 min. inhibition, % at 12.5 µM. 310,000 tested, 0.54% active. O96028. AID 743445; in the data active means inhibition above about 50%
CDK5 inh: blocks human CDK5/p35 kinase activity | Q00535+Q15078 | Recombinant CDK5/p35, ADP-Glo luminescence, 60 min | inhibition, % at 10 µM | 330,000 tested, 0.01% active;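 active means highest replicate inhibition of at least 50% and at least 75% of replicates reaching 50%; inconclusive means only one of the two criteria met; inactive means both criteria failed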;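 further: plate controls were DMSO neutral control for no effect and GW8510 at 10 µM for full effect; many of its hits are not listed in these tables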
Target sequence (Q00535 whole entry, looked up): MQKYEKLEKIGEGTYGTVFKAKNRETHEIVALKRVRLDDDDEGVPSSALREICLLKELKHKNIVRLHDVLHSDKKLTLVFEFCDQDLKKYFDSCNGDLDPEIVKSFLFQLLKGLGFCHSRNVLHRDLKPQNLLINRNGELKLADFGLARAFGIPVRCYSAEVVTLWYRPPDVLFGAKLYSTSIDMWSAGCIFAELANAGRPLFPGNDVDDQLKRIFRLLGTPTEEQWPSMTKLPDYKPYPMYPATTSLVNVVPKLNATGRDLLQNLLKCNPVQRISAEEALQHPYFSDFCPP
Target sequence (Q15078 whole entry, looked up): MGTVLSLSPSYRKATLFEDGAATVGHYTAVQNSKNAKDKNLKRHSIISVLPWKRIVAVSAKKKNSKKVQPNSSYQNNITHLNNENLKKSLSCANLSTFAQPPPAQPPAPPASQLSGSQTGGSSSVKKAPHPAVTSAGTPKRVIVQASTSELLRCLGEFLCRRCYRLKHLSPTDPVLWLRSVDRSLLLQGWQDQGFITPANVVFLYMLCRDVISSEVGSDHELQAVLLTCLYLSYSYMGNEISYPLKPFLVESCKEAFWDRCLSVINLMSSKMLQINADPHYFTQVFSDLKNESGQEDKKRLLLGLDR
HTR5A inv ag: HTR5A inverse agonism, opioid heterodimer counter-screen; HTR5A cell line, luminescence; 340,000 tested, 0.083% active; inhibition, % at 9.3 µM; AID 504634; P47898; in the data active means inhibition mostly above about 23%, no sharp cut-off; inactive means mostly below about 18%;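 further: 0% = cells with DMSO and 100% = no-cell wells with DMSO; some compounds called inactive have numbers as strong as hits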
HTR5A ag ctr: HTR5A agonism, opioid heterodimer counter-screen; HTR5A agonist assay, luminescence, cell-based; 340,000 tested, 0.61% active; P47898; AID 504692; activation, % at 9.3 µM; in the data active means activation mostly above about 9.5%, no sharp cut-off; inactive means mostly below about 7.6%;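 further: 0% = cells with vehicle only and 100% = reference agonist; strong numbers were not always called active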
SR-BI HDL uptake: blocks mouse SR-BI lipid uptake from DiI-HDL; Q61009; ldlA[mSR-BI] CHO cells, DiI-HDL uptake fluorescence, 3 h; 320,000 tested, 0.96% active; inhibition, % at 12.5 µM;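 active means mean replicate inhibition of at least 70% and a set share of replicates each scoring 70 or more; inconclusive means meets just one of the two criteria; inactive means fails both criteria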;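 further: 0% = median of neutral control wells and 100% = median of positive control wells; values of inactives mirror those of a sister screen read the other way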
Target sequence (Q61009 whole entry, looked up): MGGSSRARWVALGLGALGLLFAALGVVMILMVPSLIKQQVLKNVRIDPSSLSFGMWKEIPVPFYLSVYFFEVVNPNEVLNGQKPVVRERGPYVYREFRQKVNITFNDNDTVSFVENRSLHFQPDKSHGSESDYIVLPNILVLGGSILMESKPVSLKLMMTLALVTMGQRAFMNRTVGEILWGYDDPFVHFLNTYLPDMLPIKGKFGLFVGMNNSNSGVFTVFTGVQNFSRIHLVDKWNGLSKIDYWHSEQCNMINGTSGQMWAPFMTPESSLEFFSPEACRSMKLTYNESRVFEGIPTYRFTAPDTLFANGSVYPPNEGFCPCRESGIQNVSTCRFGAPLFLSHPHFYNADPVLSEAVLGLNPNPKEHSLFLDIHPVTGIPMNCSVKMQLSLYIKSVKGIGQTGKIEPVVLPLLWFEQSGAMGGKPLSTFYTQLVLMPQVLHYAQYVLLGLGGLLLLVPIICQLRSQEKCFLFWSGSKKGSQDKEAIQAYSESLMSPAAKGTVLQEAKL
* = called active by the depositor; ? = inconclusive; . = not tested or not shown.

SMILES	PvdQ inh	Wnt act	dFosB act	MITF TRPM1 HTS	V-ATPase pH	NSD2 HMT inh	CDK5 inh	HTR5A inv ag	HTR5A ag ctr	SR-BI HDL uptake
CC(=O)Nc1sc(C)c(C)c1C(=O)OCC(=O)NC(C)c1ccccc1 (centres undefined)	-8.5	2.9	-4.6	-5.4	-2.9	-3.3	1.2	-16.5	5.1	28.0
O=C(NN1CCOCC1)c1cc(-c2ccc(Br)cc2)nc2ccccc12	-3.9	.	-17.4	-5.4	2.2	-3.4	.	4.6	-0.4	37.6
COc1ccccc1/C=C/C(=O)OCC(=O)Nc1ccc2c(c1)OCO2	-14.9	0.5	-0.4	2.5	-0.7	0.3	-1.5	18.3	-7.3	-18.0
CCn1nnc(NC(=O)c2ccc(C(C)(C)C)cc2)n1	-16.5	21.5	-5.7	34.0	4.8	4.0	2.1	-1.1	8.2	-5.9
COc1ccccc1N1C(=O)C2C(c3ccc(F)cc3)NN(C(=O)c3ccc(C)cc3)C2C1=O (centres undefined)	-2.8	1.5	-8.2	-10.0	0.7	.	-1.1	11.2	4.5	.
O=C(O)c1ccc(NS(=O)(=O)c2ccc3c(c2)C(=O)c2ccccc2C3=O)cc1	3.2	-1.6	-9.3	0.1	-2.2	13.3	-1.7	.	.	-1.3
CN(CC(=O)Nc1ccc(F)cc1)C(=O)C1CC(=O)N(Cc2ccccc2)C1 (centres undefined)	-3.9	-1.7	-0.7	-11.6	0.3	-3.3	1.3	8.1	-3.2	-19.6
CCN(Cc1ccccc1)C(=O)c1ccc(C(=O)N(CC)Cc2ccccc2)cc1	1.9	-0.4	-6.1	.	1.5	-0.4	0.6	9.4	-2.8	-16.8
COc1ccc2c(c1)c(C(=O)N/N=C/c1cccc(Br)c1)c(C)n2C	-7.7	-0.9	-8.9	.	-2.9	0.5	0.7	-0.9	-0.3	15.2
CCO[C@H]1OC(C(=O)N2CCN(Cc3ccccc3)CC2)=C[C@@H](c2coc3ccccc3c2=O)[C@@H]1CCCO	-10.9	0.6	-5.5	12.8	0.9	.	0.5	15.9	8.2	-2.8
N#Cc1nc(Cc2ccccc2)oc1N1CCN(c2cccc(Cl)c2)CC1	-14.0	-1.8	-6.3	-8.5	-3.9	28.6	-18.4	-13.5	4.2	-13.2
COC(=O)C1C(O)=C(C=NCC(C)N=CC2=C(O)C(C(=O)OC)C(C)(C)CC2=O)C(=O)CC1(C)C (centres undefined)	-6.7	.	1.2	-2.8	0.1	0.7	-1.4	-11.3	3.1	-19.8
O=C1CCCc2c1[nH]c1ccc(CN3CCCCC3)cc21	-12.0	3.3	-8.6	6.7	7.6	9.5	-0.4	-12.3	-1.8	-21.6
Cc1nc2scc(-c3ccc(C(C)(C)C)cc3)c2c(=O)n1N	-5.9	-0.2	7.2	10.7	-1.4	-3.3	1.4	-3.4	4.0	4.6
O=C(CN1C(=O)NC2(CCCC2)C1=O)N1CCN(S(=O)(=O)c2ccc(Cl)cc2)CC1	-12.8	-1.7	-3.4	0.8	1.2	-0.8	1.1	8.6	3.7	-3.3
CCCCn1c(SC(C)C(=O)c2ccc(OC)cc2)nc2cc(S(N)(=O)=O)ccc21 (centres undefined)	9.0	.	-17.7	2.8	3.5	1.7	-1.3	10.3	4.7	23.9
CCOCCCn1c(=NC(=O)c2cccs2)c(C#N)cc2c(=O)n3cccc(C)c3nc21	-36.7	-0.9	-14.0	.	-0.1	-3.0	2.7	-3.3	-2.4	20.5
Cc1cc(=O)[nH]c(N/N=C/c2ccc(Br)s2)n1	-9.2	0.5	8.2	32.0	0.9	-0.6	-0.2	-4.0	1.5	-11.0
COc1ccccc1OCCNC(=O)c1ccc(C)c(S(=O)(=O)N2CCOCC2)c1	-8.1	-0.7	-6.1	3.5	2.3	-1.2	0.8	4.6	-1.0	8.3
CCN(C[C@H]1N[C@@](C)(C(=O)OC)[C@H]2C(=O)N(C)C(=O)[C@@H]12)S(=O)(=O)c1ccc(F)cc1	15.9	-1.2	0.1	2.3	1.9	.	6.7	0.7	-0.2	-0.4
COc1cc2cc(CN(CCc3cccc(C)c3)C(=S)NCCCN3CCOCC3)c(=O)[nH]c2cc1OC	-6.7	-4.0	-2.8	30.9	2.0	0.0	1.6	-20.4	4.4	1.7
COc1cc2c3nnc(-c4ccccc4)c-3cn(Cc3ccc(F)cc3)c2cc1OC	-18.8	-1.6	21.8*	-24.6	-3.0	-5.1	1.0	-8.4	-1.4	-41.5
O=C(COC(=O)CCCSc1nc2ccccc2[nH]1)Nc1ccc(Oc2ccccc2)cc1	-5.0	-0.6	-1.1	10.9	1.3	-3.5	-1.3	-16.6	-2.7	17.1
Cc1ccc(Cn2c(Cc3ccccc3)nc3ccccc32)cc1	-4.3	.	-8.2	15.4	0.3	-0.9	0.2	-5.8	2.2	5.3
COc1ccc(OCC(=O)Nc2ccc3c(c2)CCC3)cc1	-11.1	4.1	-6.0	0.9	1.3	-2.6	-0.5	-6.2	2.2	-13.5
O=C(/C=C/c1ccccc1)N1CCC(c2ccccc2)C1 (centres undefined)	-10.5	24.1	-7.9	79.6	3.7	-3.0	0.8	-32.8	-0.2	30.0
Cn1ccnc1SCC(=O)Nc1nc2ccccc2s1	-13.2	12.2	3.7	75.1	2.7	0.8	-4.9	-2.3	0.8	18.2
O=C(NC(=S)NC(=O)c1ccccc1F)c1ccccc1F	-5.6	0.7	-14.3	-6.4	-1.8	-0.3	-1.7	11.9	-4.7	-6.3
c1ccc(Nc2nnc(-c3cccnc3)s2)cc1	-18.9	23.9	-3.2	40.0	2.8	-2.8	0.2	-8.5	2.3	.
COc1ccc(OC)c(/C=N/NC(=O)c2[nH]nc3c2CCc2ccccc2-3)c1	5.4	0.1	22.8*	25.7	-8.1	0.0	1.0	-10.6	3.3	43.0
COc1ccc(CN2CCN(C(=O)Cn3nc(C)n4cccc4c3=O)CC2)c(OC)c1OC	-11.0	-2.3	-6.6	-0.2	-1.6	-4.7	-1.6	-5.0	0.8	-13.7
CCOC(=O)C1=C(C)NC(=O)CC1c1ccccc1 (centres undefined)	-9.8	.	-0.6	.	-1.9	1.7	-0.7	11.1	-3.1	-10.7
COc1ccc(NC(=O)CSc2ccc(C)cc2)cc1	-11.6	?	-8.4	57.5	-0.8	-2.7	-0.6	14.8	-3.6	2.7
COc1ccc(-c2ccc(-c3noc(C4CCCCC4)n3)c(OC)n2)cc1	-16.6	.	-4.7	3.2	-0.9	3.8	-0.8	4.5	-1.8	-2.4
Cc1noc(C(=O)Nc2sc3c(c2C#N)CCC3)c1Cl	5.2	-0.6	3.0	.	2.8	.	4.2	-17.5	6.0	-8.6
COC(=O)[C@@]12CCCN1[C@H](c1ccc(SC3CCCCC3)cc1)[C@H]1C(=O)N(C)C(=O)[C@H]12	2.1	-8.5	-4.9	1.8	2.2	.	1.0	-7.2	-4.1	52.9
CCCn1c(C(C)NC(C)=O)nc2ccccc21 (centres undefined)	-12.0	-0.5	0.1	-9.2	2.6	.	-2.9	-17.5	6.8	-11.7
O=C(NNC(=S)Nc1cccc(C(F)(F)F)c1)c1ccccc1Cl	6.9	0.2	-10.6	0.5	2.3	23.6	1.0	-2.6	-1.7	-10.1
CCOC(=O)C(NC(=O)Nc1ccc(Cl)cn1)(Oc1ccc(F)cc1)C(F)(F)F (centres undefined)	-15.5	-0.8	-6.1	3.4	8.9	-0.4	-0.2	11.6	3.3	0.0
COc1cccc(NC(=O)C2CCN(S(=O)(=O)c3ccc4[nH]c(=O)ccc4c3)CC2)c1	10.4	-2.6	-1.7	.	-6.3	.	1.4	-23.6	-2.4	-19.7
Cc1c(F)cccc1NS(=O)(=O)c1ccc2c(c1)NC(=O)CO2	-4.7	0.9	-0.9	-8.0	-1.4	-5.5	-0.5	6.9	0.7	4.5
CC1(C)c2ccccc2-n2c1cc1oc(=O)cc(O)c1c2=O	4.4	3.6	4.5	.	-0.5	-2.2	-0.5	-5.1	3.4	0.6
c1ccc(Oc2nc(N3CCOCC3)nc(N3CCOCC3)n2)cc1	-9.9	.	-7.4	-3.5	-0.8	-1.7	-0.3	9.8	0.4	-16.1
CC[C@H](C)[C@H](NC(=O)c1ccc(Cl)cc1)C(=O)OCC(=O)c1c(N)n(C)c(=O)n(C)c1=O	-14.1	-0.7	-13.2	-9.0	0.5	-1.9	0.9	-18.5	5.2	20.8
N#CNC1=NCN(Cc2ccccc2)CN1	-2.3	.	1.0	-3.8	-2.8	1.1	1.6	4.8	0.3	-6.2

Record cards, as listed above.
Entry for c1ccc(Nc2nnc(-c3cccnc3)s2)cc1 : PvdQ inh: -18.9; Wnt act: 23.9; dFosB act: -3.2; MITF TRPM1 HTS: 40.0; V-ATPase pH: 2.8; NSD2 HMT inh: -2.8; CDK5 inh: 0.2; HTR5A inv ag: -8.5; HTR5A ag ctr: 2.3; SR-BI HDL uptake: .
Entry for CCCn1c(C(C)NC(C)=O)nc2ccccc21 (centres undefined) : PvdQ inh: -12.0; Wnt act: -0.5; dFosB act: 0.1; MITF TRPM1 HTS: -9.2; V-ATPase pH: 2.6; NSD2 HMT inh: .; CDK5 inh: -2.9; HTR5A inv ag: -17.5; HTR5A ag ctr: 6.8; SR-BI HDL uptake: -11.7

Following part.
SMILES	PvdQ inh	Wnt act	dFosB act	MITF TRPM1 HTS	V-ATPase pH	NSD2 HMT inh	CDK5 inh	HTR5A inv ag	HTR5A ag ctr	SR-BI HDL uptake
Cc1csc(NC(=O)CCS(=O)(=O)c2ccc(Br)cc2)n1	-10.1	-1.1	1.2	-17.2	1.1	.	-1.5	-7.2	-0.2	-18.9
CCOC(=O)N1CCC(N2Cc3cccc(C(=O)Nc4ccccc4OC)c3C2=O)CC1	-3.1	-2.2	-9.0	1.6	2.7	4.9	-1.4	2.9	0.0	13.7
O=C(CSCc1cccc(Br)c1)N1CCOCC1	-4.8	?	-2.9	42.7	-0.7	-2.0	-0.5	13.3	-5.1	19.3
COc1ccc(/C=N/NC(=O)c2c(C)nc3ccccn23)cc1[N+](=O)[O-]	-2.3	-1.9	-3.4	3.2	1.1	-1.4	-2.7	1.5	-2.4	34.6
CCOC(=O)C1CCCN(S(=O)(=O)c2ccc3c4c2CC(=O)N4CC(C)S3)C1 (centres undefined)	-11.9	-5.8	-7.0	-23.3	-1.9	.	-2.4	-1.3	0.5	1.8
CC(C)Cc1cc(C(=O)Nc2ccc(Br)cc2)no1	-7.7	36.7*	0.5	111.3*	-4.5	-4.2	0.5	-1.0	4.0	.
NC(=O)c1ccc(Oc2ccc(C(N)=O)cc2)cc1	0.2	3.3	0.6	3.3	-2.7	-0.1	0.1	-14.9	5.0	-16.4
CCc1ccc(S(=O)(=O)Nc2ccncc2)cc1	-30.2	-0.5	7.4	0.5	-1.8	-4.1	-0.2	-3.6	1.0	-25.2
CC(C)(C)NC(=O)C[C@H]1C[C@H](C(=O)N2CCCCC2)[C@@]2(C)c3[nH]c4cc(-c5ccco5)ccc4c3CCN2C1=O	-17.8	-3.5	-15.6	-11.6	0.2	.	-0.7	-1.9	0.7	19.0
CCOC(=O)c1sc(NC(=O)CSc2nc3c(cc2C#N)CCCCCC3)c(C#N)c1C	1.9	.	18.6*	-14.0	-5.5	0.7	0.8	7.0	1.6	74.5*
CCSc1nnc(NC(=O)C2CC(=O)N(Cc3ccc(C)cc3)C2)s1 (centres undefined)	3.7	2.4	-1.9	-7.3	-0.7	-7.9	-0.1	-1.6	0.6	-5.6
COc1ccc(N2CCN(CC(=O)Nc3ccc(C)cc3Br)CC2)cc1	-18.8	-0.2	-4.8	-8.1	-1.0	1.0	-8.5	5.3	-1.4	-1.9
